B2AR arrestin = beta2AR (human) beta-arrestin recruitment activity; Potency, µM (top dose mostly 46.1 µM), without a hit: at the top dose activation, actives largely listed as activators; beta-arrestin recruitment to beta2AR, cell-based reporter; P07550; 330,000 tested, 0.02% active; AID 492947;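 note: potency is the fitted concentration of half-maximal effect; 0% = DMSO controls and full agonism = EC100 isoproterenol or metaproterenol; nearly all actives have a fitted effect of over 65% in size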
FBPA coupling cs = counter-screen for Giardia aldolase inhibitors: coupling enzyme system. coupling enzyme system counterscreen, AmpLite Red fluorescence. activity change, negative = inhibition, % at 58.2 µM, hits read low. 290,000 tested, 0.67% active; in the data active = activity change below about -30%
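Compounds tested against the coupling enzymes alone at 57.5 uM final; readout was AmpLite Red fluorescence (525/598 nm) after 20 min at RT.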
KCNH2 3.1 block = KCNH2 3.1 (human) potassium channel inhibition | activity change, % (tested at about 1.8 µM) | 340,000 tested, 0.95% active | U2OS KCNH2 3.1, thallium flux FluxOr; stronger effect = lower value;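 active = maximum activity change below -70%; inconclusive = maximum activity change from -70% to -50%; inactive = maximum activity change above -50%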;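 note: thallium influx rate constant from kinetic fluorescence after stimulation buffer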
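Channel expression came from 3.1 mutant virus (1.77 x 10^8 /mL) applied to suspended U2OS cells for 4 h. Flux was tracked with FluxOr dye plus Red40 quencher, and kinetic rate constants normalized to controls.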
Eya2 inh = inhibitors of human Eya2 phosphatase activity | O00167 | recombinant Eya2, OMFP fluorescence dephosphorylation (OMFP is methylfluorescein phosphate) | Potency, µM (titrated, usually from 76.9 µM), for inactives: top-dose activity, negative = inhibition, hits mostly inhibitors | 330,000 tested, 0.006% active | AID 488837; note: potency is the fitted concentration of half-maximal effect
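Eya2 protein (added as 0.2 uM solution) was preincubated with compound for 10 min at ambient temperature in 50 mM HEPES pH 7.5, 50 mM NaCl, 5 uM MgCl2, 0.05% BSA, 1 mM DTT. OMFP (added at 50 uM) then reacted 10 min; fluorescence read at 485/525 nm.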
Giardia kill = Giardia lamblia killing; Giardia lamblia trophozoite viability; activity change, % at 7.66 µM, hits read low; 340,000 tested, 0.15% active; AID 540267; in the data active = activity change below about -80%; inconclusive = between about -30% and that limit;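 note: parasites exposed to compound for two days anaerobically before the ATP read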
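Compounds were tested on trophozoites seeded at 100 cells/well and held 48 hrs at 37 deg C anaerobically. An ATP-based luminescent kit measured the remaining live cells.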
uPA surface inh = blocks generation of uPA at the cell surface; cell surface uPA generation assay, qHTS; AID 540303; Potency, µM (doses to about 38.3 µM), for the others: top-dose activity change, negative = inhibition, most hits filed as inhibitors; 330,000 tested, 0.31% active; active = well fitted inhibition curve with a large enough effect; inconclusive = small, poorly fitted or top-dose-only effect; inactive = no such curve, though single readings can be large or run the other way; tested in mouse RAW 264.7 cells; note: potency is the fitted concentration of half-maximal effect; nearly all actives have a fitted effect of over 55% in size
USP2a inh = inhibitors of human ubiquitin-specific protease USP2a. O75604. 330,000 tested, 0.01% active. AID 463254. USP2 core, Ub-CHOP2 coupled fluorogenic reporter, 485/531. Potency, µM (titrated, usually from 38.3 µM), inactives show at the top dose activity change, negative = inhibition, actives largely listed as inhibitors;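 note: potency is the fitted concentration of half-maximal effect; plate controls were DMSO wells for no effect and full inhibition by NEM control for full effect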
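USP2 core (10nM final) preincubated 30min RT with compound in 20mM Tris-HCl pH 8.0, 2mM CaCl2, 2mM beta-mercaptoethanol, 0.05% CHAPS; 25nM Ub-CHOP2 plus 25nM reporter substrate added, fluorescence (Ex485/Em531) read after 60min.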
PKM2 activator = PKM2 (human) enzyme activation; P14618; purified PKM2, Kinase-Glo ATP luminescence, activation; response scale: 0% is enzyme alone, no compound; Potency, µM (top dose mostly 57.5 µM), for inactives: top-dose activation, actives largely listed as activators; 260,000 tested, 0.34% active; AID 1631; note: potency is the fitted concentration of half-maximal effect; nearly all actives have a fitted effect of over 55% in size
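ATP formation by purified human PK-M2, quantified via coupled luciferase luminescence after 1 h at room temperature with 0.1 mM ADP and 0.5 mM PEP final.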
hERG WT inh = blocks the wildtype human KCNH2 potassium channel; Q12809; U2OS, BacMam KCNH2, thallium flux FluxOr; stronger effect = lower value; activity change, % at 1.84 µM; 340,000 tested, 0.37% active; AID 720551;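 active = maximum activity change below -70%; inconclusive = maximum activity change between -70% and -50%; inactive = maximum activity change above -50%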
Target sequence (Q12809 whole entry, looked up): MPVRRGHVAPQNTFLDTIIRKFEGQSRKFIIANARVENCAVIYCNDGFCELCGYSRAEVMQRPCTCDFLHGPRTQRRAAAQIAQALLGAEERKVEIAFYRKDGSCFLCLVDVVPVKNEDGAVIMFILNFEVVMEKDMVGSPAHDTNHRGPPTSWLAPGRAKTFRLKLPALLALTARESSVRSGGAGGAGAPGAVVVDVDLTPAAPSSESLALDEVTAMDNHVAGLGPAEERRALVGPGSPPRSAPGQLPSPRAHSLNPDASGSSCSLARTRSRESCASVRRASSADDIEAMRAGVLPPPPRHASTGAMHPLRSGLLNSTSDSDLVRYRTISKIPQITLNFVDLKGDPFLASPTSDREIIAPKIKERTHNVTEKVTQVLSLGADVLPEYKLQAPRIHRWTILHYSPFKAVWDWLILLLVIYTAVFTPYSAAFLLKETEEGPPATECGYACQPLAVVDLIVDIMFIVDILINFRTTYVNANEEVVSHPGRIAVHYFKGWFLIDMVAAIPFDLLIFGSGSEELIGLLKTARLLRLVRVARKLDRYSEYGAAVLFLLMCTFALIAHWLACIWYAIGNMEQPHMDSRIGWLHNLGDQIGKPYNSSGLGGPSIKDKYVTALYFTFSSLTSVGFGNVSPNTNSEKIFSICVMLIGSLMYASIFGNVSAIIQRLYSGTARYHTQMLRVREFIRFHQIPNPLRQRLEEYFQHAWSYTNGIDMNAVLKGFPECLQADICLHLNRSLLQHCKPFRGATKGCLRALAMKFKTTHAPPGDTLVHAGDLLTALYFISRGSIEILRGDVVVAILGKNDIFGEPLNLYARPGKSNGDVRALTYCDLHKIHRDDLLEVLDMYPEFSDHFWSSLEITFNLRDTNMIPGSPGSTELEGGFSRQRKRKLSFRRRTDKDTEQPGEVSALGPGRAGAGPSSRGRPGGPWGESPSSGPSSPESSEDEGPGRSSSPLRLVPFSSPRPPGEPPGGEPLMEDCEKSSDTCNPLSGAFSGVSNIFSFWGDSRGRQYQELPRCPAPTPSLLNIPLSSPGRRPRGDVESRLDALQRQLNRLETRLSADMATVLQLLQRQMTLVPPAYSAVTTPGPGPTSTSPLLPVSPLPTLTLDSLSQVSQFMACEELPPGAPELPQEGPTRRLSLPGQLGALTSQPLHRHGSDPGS
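U2OS cells transduced with wild-type KCNH2 virus are loaded with FluxOr dye for 45 min, and thallium flux is measured in kinetic reads before and after stimulation buffer. Rate constants are normalized to DMSO controls.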
BCR signal inh = blocks chronic active B-cell receptor signaling; ABC-DLBCL IkBa-CBG/CBR reporter, luminescence ratio, 4 h; Potency, µM (doses to about 46.1 µM), for inactives: at the top dose ratio change, negative = lower green/red ratio, actives largely listed as inhibitors; 340,000 tested, 0.05% active; AID 493014; active = well fitted inhibition curve with a large enough effect in the signal ratio, with a control signal flat, not every such curve was filed as active; inconclusive = small, poorly fitted or top-dose-only effect, or effect the other way, or a change in a side signal; the % refers to the signal ratio;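 note: potency is the fitted concentration of half-maximal effect; plate controls were basal doxycycline-induced cells for no effect and cells given 10 µM MG132 for full effect; MG132 reads +100%, hits lower the ratio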
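TMD8 ABC-DLBCL cells carrying doxycycline-inducible green luciferase fused to IkappaBalpha plus unfused red luciferase were exposed to compounds (up to 46 uM) for 4 hrs at 37C. Activity came from the overlap-corrected green/red luminescence ratio.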
GALK inh = inhibitors of human galactokinase. Potency, µM (doses to about 57.5 µM), for the others: at the top dose activity change, negative = inhibition, usual class: inhibitors. P51570. Purified GALK, Kinase-Glo residual ATP luminescence. 270,000 tested, 0.007% active. AID 1868; note: potency is the fitted concentration of half-maximal effect
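GALK at 5 nM final was combined with compound, 35 uM ATP and 100 uM galactose in HEPES pH8.0 with MgCl2 and DTT. The reaction ran one hour at room temperature before luminescent ATP detection.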
The depositor's hits bear a star; ? = inconclusive; . = not tested or not shown; & = joins results of further samples; ! = a repeat was not active; [ ] = another dose, or the depositor's remark. Unless noted, calls come from the whole dose curve; as a rule, active = well fitted curve in the direction sought with a large enough effect; inconclusive = small, poorly fitted or top-dose-only effect, or another doubt; inactive = no such curve, though single readings can be large; an effect the other way counts as inactive or inconclusive. Unless noted, % is set by controls: 0 for no effect and ±100 for the full control effect.

Compound	B2AR arrestin	FBPA coupling cs	KCNH2 3.1 block	Eya2 inh	Giardia kill	uPA surface inh	USP2a inh	PKM2 activator	hERG WT inh	BCR signal inh	GALK inh
CCOC(=O)c1cc2sc(C)cc2n1CC(=O)Nc1ccc2c(c1)OCCO2	0.0%	-1	4	-9%	16	-7%	-2%	-2%	-12	-17%	-2%
Cc1ccc(S(=O)(=O)N2CCN(CC(=O)Nc3ccc([N+](=O)[O-])cc3)CC2)cc1C	-0.5%	0	-92*	1%	-19	5%	0%	1%	-76*	-2%	3%
O=C(CSc1n[nH]c(=O)[nH]c1=O)c1cccc([N+](=O)[O-])c1	0.2%	4	-17	-17%	6	13%	0%	-6%	.	-11%	1%
Cc1ccc(S(=O)(=O)N(CC(=O)NCCSC2CCCCC2)c2ccccc2F)cc1	3.3%	1	-3	3%	-2	-3%	2%	-1%	19	-8%	-2%
C[C@H](CO)N1C[C@H](C)[C@@H](CN(C)Cc2ccncc2)Oc2c(NC(=O)c3ccncc3)cccc2C1=O	0.3%	.	12	6%	8	-5%	5%	.	4	3%	.
Cc1ccc2cc(/C=N/Nc3ccc(C(=O)O)cc3)c(Cl)nc2c1	-0.3%	4	-2	25%	-9	?	-1%	-8%	3	.	.
O=C(c1ccc(Cn2cnnn2)cc1)N1CCCC(Nc2ccc(F)cc2)C1 (configuration not stated)	0.0%	0	-2	22%	-1	4%	2%	-1%	-1	4%	1%
CCS(=O)(=O)n1nc(-c2ccccc2)nc1SC	0.0%	0	-7	10%	-2	-4%	-1%	-8%	-6	?	-3%
C=C(C)CNC(=S)N/N=C(\C)c1ccc(-n2ccnc2)cc1	0.1%	3	10	24%	13	-6%	0%	4%	2	-19%	1%
O=C(Nc1ccccc1-c1ccccc1)c1cccc(C(F)(F)F)c1	-0.8%	2	-30	2%	35[activator]	1%	4%	6%	-7	12%	0%
CN1CCN(CC(O)COC(c2ccc(Cl)cc2)c2ccc(Cl)cc2)CC1 (configuration not stated)	0.5%	2	-94*	-6%	-16	-30%	-8%	.	9	?	5%
CCOc1ccc(C2/C(=C(/O)c3ccc4c(c3)CC(C)O4)C(=O)C(=O)N2CCCn2ccnc2)cc1 (configuration not stated)	0.4%	3	-14	-1%	-10	3%	-2%	.	1	0%	2%
CCCC(C)c1nnc(NC(=O)C(=O)OCC)s1 (configuration not stated)	-0.3%	-4	10	1%	-7	0%	0%	-4%	-5	?	0%
COc1ccc(CCN(C(=O)c2cccc(F)c2)C2CC(=O)N(c3ccc(OC)cc3)C2=O)cc1 (configuration not stated)	0.1%	0	-12	-13%	-29	8%	-1%	3%	2	-7%	2%
Cc1ccc(-n2nnc3c(=O)n(CC(=O)N4CCC(C)CC4)cnc32)cc1	-0.6%	5	3	-1%	9	.	2%	-3%	-3	6%	0%
CN(C)/C=N/c1cc(=O)[nH]c(=O)n1CC1CC1	-0.6%	0&1	13	5%	-5	-6%	3%	-12%&0%	-6	1%	.
Cc1cc(C)cc(OCC(=O)N2CCc3ccccc3C2)c1	-0.1%	-1	5	8%	10	?	-1%	-3%[11.5 µM]	1	?	-2%
COc1cc(OC)cc(C(=O)N2CCN(Cc3ccccc3C(F)(F)F)CC2)c1	0.0%	2	4	-10%	-17	.	-1%	8%	3	-1%	3%
CC(C)(C)NC(=O)COc1ccccc1C#N	0.1%	2	-2	14%	-13	-6%	0%	-10%	3	-1%	0%
CCCCCSc1nc(N2CCOCC2)c2c(c1C#N)CC(C)(C)OC2	-0.7%	0	-14	12%	20	4%	1%	0%	20	?	6%
C=CCN(CC=C)C(=O)c1ccc2nc(Cc3ccc(OC)c(OC)c3)oc2c1	5.4%	0	5	-2%	-12	-13%	0%	-8%[11.5 µM]	-9	2%	8%
CC(=O)c1cn(CC(=O)Nc2c(C)cccc2C)c2ccccc12	-0.4%	.	12	-8%	3	-2%	-1%	-5%	1	2%	0%
Cn1c(C2CC(=O)N(Cc3ccccc3)C2)nc2ccccc21 (configuration not stated)	-0.4%	1	-7	-3%	5	3%	2%	3%	-5	-4%	-4%
Cn1c(SCc2ccc(C(=O)Nc3nccs3)cc2)nnc1-c1ccccc1	-0.1%	0	-4	-11%	-2	-1%	-1%	-6%	1	?	-5%
CC1Cc2nc(SCC(N)=O)n(Cc3ccccc3)c(=O)c2S1 (configuration not stated)	-0.1%	3	-3	-10%	25	13%	-2%	-1%	6	-4%	0%
C#CCOCCOCCOCCNc1nc(N2CCN(C(=O)CCCCCCCCCCNC(=O)Cn3cc(CCCCCN)nn3)CC2)nc(N2CCN(C(=O)CCCCCCCCCCNC(=O)[C@H](CO)n3cc(CCCCCN)nn3)CC2)n1	0.3%	.	3	-34%	-12	-9%	?	.	9	?	.
Cc1cccc(N2CCN(C(=O)CCN3C(=S)NC(C)(C)CC3C)CC2)c1C (configuration not stated)	0.3%	-2	4	1%	5	-4%	3%	.	-31	-10%	11%
Cn1c(-c2ccccc2[N+](=O)[O-])[n+](C)c2ccccc21	-0.2%	-2	13	12%	-25	0%	0%	-3%	-1	-8%	-2%
O=C(N[C@@H]1CCC(=O)N(CC[C@H](Sc2ccc(Br)cc2)c2ccccc2)CC1)OCc1ccccc1	0.1%	.	-42	-14%	40[activator]	8%	3%	.	-2	17%	.
CCOc1ccc(S(=O)(=O)NC(C)C(=O)NCc2ccccn2)cc1 (configuration not stated)	-0.3%	0	-9	-2%	10	-7%	4%	0%	-6	0%	0%
CCN(CC)S(=O)(=O)c1ccc(NCc2ccccc2)nc1	-0.1%	1	14	-5%	6	.	0%	5%	-11	2%	-2%
O=C1CCCN1CCCN=c1c([N+](=O)[O-])nn(-c2ccc(Cl)cc2)n1O	-0.3%	2	-9	-6%	?	-16%	0%	5%	3	?	2%
Clc1ccccc1OCc1nc(-c2ccc(Br)o2)no1	0.0%	-3	-5	2%	-4	-3%	-2%	1%	7	?	2%
COc1ccc(Br)cc1/C=N/NC(=O)C(c1ccncc1)N1CCOCC1 (configuration not stated)	-2.5%	0	-1	0%	9	-2%	1%	-5%	4	-5%	2%
COc1ccc(O)c(/C=N/NC(=O)CSc2nnc(C)n2-c2ccccc2)c1	0.1%	3	6	18%	-6	-2%	-1%	-3%	-5	-5%	2%
O=S1(=O)CCN(Cc2ccccc2C(F)(F)F)CC1	-0.1%	-1	-5	-7%	14	-1%	1%	-4%	0	0%	-2%
CC(=O)OCCn1c(Br)nc2c1c(=O)[nH]c(=O)n2C	-1.6%	2	4	-3%	2	0%	5%	7%	-7	3%	4%
CCOC(=O)c1cnc(-n2nc(C)cc2C)nc1Nc1ccc(OC)cc1	0.0%	-1	-6	-4%	0	4%	-1%	-5%	-2	1%	-1%
Cc1ccccc1-c1nc(CN(Cc2c(C)nn(C)c2C)C2CC2)c(C)o1	2.8%	-1	2	-18%	18	-4%	-12%	5%	-2	-1%	-2%
Cc1ccc(S(=O)(=O)N2CCCCC2)cc1C(=O)NCc1ccc(S(N)(=O)=O)cc1	-0.5%	.	7	2%	-25	2%	3%	.	-7	0%	.
CCCCc1n[nH]c(=S)n1Cc1ccccc1	-0.8%	-1	9	-16%	-25	-2%	5%	-8%	-10	4%	-2%
S=c1[nH]c2cc3ccccc3cc2[nH]1	-0.4%&0.1%	-53*!	-3	5%&0%	17	0%	-5%&6%	-13%&15%	-5	?	5%&0%
COc1ccc(NC(=O)CCN2C(=O)c3cccc([N+](=O)[O-])c3C2=O)cc1	-1.0%	0	13	-2%	0	4%	3%	-2%	-19	8%	.
O=C(c1ccccc1[N+](=O)[O-])N1CCc2ccccc2C1	-0.5%	0	3	-3%	-22	-1%	2%	1%	22	4%	1%
O=c1[nH]c2ccc(NC(=S)NCc3ccccc3)cc2[nH]1	0.1%	2	13	9%	11	-6%	0%	1%	2	4%	0%
Cc1cccc(N2CCN(C(=O)CCc3nc4ccccc4[nH]3)CC2C)c1 (configuration not stated)	0.0%	3	1	-2%	7	-3%	?	0%	-6	-4%	2%
O=C(CCS(=O)(=O)c1ccc(Cl)cc1)Nc1nnc(-c2ccco2)o1	0.2%	.	7	-8%	-5	-6%	-1%	.	-2	6%	.
CCOc1cc(/C=C2\NC(=S)N(C)C2=O)ccc1OCc1ccc(C(=O)O)cc1	-0.1%	-2	11	-16%	-3	-1%	-1%	.	-5	6%	-4%

Sorted by SMILES length (highest first): three of the compounds above.
Compound	B2AR arrestin	FBPA coupling cs	KCNH2 3.1 block	Eya2 inh	Giardia kill	uPA surface inh	USP2a inh	PKM2 activator	hERG WT inh	BCR signal inh	GALK inh
O=C(CCS(=O)(=O)c1ccc(Cl)cc1)Nc1nnc(-c2ccco2)o1	0.2%	.	7	-8%	-5	-6%	-1%	.	-2	6%	.
O=c1[nH]c2ccc(NC(=S)NCc3ccccc3)cc2[nH]1	0.1%	2	13	9%	11	-6%	0%	1%	2	4%	0%
CCCCc1n[nH]c(=S)n1Cc1ccccc1	-0.8%	-1	9	-16%	-25	-2%	5%	-8%	-10	4%	-2%
